# VIM-2 inhibitor – inhibitors of Pseudomonas aeruginosa VIM-2 metallo-beta-lactamase; purified VIM-2, nitrocefin hydrolysis, epi-absorbance fluorescence; inhibition, % at 5.6 µM; actives 0.89% (n = 290,000);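 active = inhibition above the mean of all tested compounds plus 3 SD, cutoff set per screening run, cut at about 7.5% in these data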;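 also: red hydrolysis product quenches plate fluorescence so inhibitors raise well fluorescence; 0% = enzyme with DMSO and 100% = DMSO without enzyme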
# GalR3 antag – antagonists of human GalR3. O60755. HEK293 GalR3-CNG cAMP membrane potential fluorescence; galR3 body fused to GalR1 C-terminus. inhibition, % at 3 µM. actives 0.44% (n = 360,000);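 active = inhibition above the screen-wide average plus 3 SD, cut at about 13% in these data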;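 also: forskolin and galanin both at EC90 stimulate the cells; cAMP rise reported by CNG channel membrane potential dye signal; 0% = forskolin plus galanin with DMSO and 100% = forskolin alone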
# Target sequence (O60755 1-299 limits assumed): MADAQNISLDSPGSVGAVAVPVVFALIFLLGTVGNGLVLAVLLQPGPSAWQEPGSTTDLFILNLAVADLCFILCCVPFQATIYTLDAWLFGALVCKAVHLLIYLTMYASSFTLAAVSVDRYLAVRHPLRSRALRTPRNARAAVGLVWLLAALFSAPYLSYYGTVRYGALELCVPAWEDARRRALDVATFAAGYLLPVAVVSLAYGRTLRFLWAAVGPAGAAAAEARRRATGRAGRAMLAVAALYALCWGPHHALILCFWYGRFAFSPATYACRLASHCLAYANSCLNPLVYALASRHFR
# IMP-1 inhibitor – inhibitors of Pseudomonas aeruginosa IMP-1 metallo-beta-lactamase | inhibition, % at 5.6 µM | AID 1556 | actives 0.45% (n = 290,000) | purified IMP-1, nitrocefin hydrolysis, epi-absorbance fluorescence;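 active = inhibition above the mean plus 3 SD of all compounds in the same screening run, cut at about 4.5% in these data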;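 also: 0% = IMP-1 with DMSO and 100% = DMSO wells lacking enzyme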
#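 Test system: recombinant IMP-1 enzyme, purified / Medium: HEPES buffer pH 7.1 with ZnSO4 and Brij 35 / Doses: single dose, 5.6 µM / Times: 25 °C, 15 min preincubation, 25 min reaction / Detection: Epi-absorbance via hydrolysed-nitrocefin quenching of white-plate fluorescence, 480/530 nm, EDTA stop / Evaluation: percent inhibition from optical density relative to buffer-blank wells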
# OXTR ag – human OXTR agonism | P30559 | CHO-OTR cells, Fluo-8 calcium fluorescence; normalized: DMSO 0%, oxytocin 100% | activation, % at 3 µM | actives 0.32% (n = 320,000) | AID 2435;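 active = activation above the mean of all tested compounds plus 3 SD, cutoff set per screening run, cut at about 20% in these data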;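 also: peak over basal fluorescence ratio from a 100 s FLIPR kinetic read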
# Target sequence (P30559 whole entry, looked up): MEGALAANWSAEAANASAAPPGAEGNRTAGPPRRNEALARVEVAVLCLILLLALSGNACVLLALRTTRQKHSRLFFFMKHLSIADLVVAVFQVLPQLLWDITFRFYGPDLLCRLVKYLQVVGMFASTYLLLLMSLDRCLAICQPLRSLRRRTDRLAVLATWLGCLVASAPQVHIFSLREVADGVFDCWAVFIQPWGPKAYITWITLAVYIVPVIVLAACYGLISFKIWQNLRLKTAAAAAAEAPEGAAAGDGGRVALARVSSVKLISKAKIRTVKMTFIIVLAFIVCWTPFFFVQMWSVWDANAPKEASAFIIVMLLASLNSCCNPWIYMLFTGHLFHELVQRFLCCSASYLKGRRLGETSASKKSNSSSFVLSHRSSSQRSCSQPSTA
# HCV NS3 hel inh – blocks Hepatitis C virus NS3 helicase unwinding; NS3 helicase DNA unwinding, Cy5 molecular beacon fluorescence; inhibition, % at 10.9 µM; actives 0.56% (n = 290,000);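 active = inhibition above the mean of all tested compounds plus 3 SD, set per campaign, cut at about 35% in these data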;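 also: 0% = DMSO wells and 100% = thioflavine S control wells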
#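 Control set: DMSO versus 110 µM thioflavine S; Material: NS3 helicase fragment of HCV; Measured by: Cy5 fluorescence at 0 and 60 min, beacon hairpin quenching; Read-out basis: percent inhibition from t60/t0 fluorescence ratio; Times: reaction time 60 min, 25 °C; Repeats: single replicate; Compound dosing: single dose, 10.9 µM nominal final, DMSO 0.8% final.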
# PHOSPHO1 block – PHOSPHO1 (human) inhibition; Q8TCT1; recombinant PHOSPHO1, absorbance phosphatase assay; inhibition, % at 13.3 µM; actives 1.1% (n = 290,000); AID 1565; in the data active = inhibition above about 60%
# Target sequence (Q8TCT1 whole entry, looked up): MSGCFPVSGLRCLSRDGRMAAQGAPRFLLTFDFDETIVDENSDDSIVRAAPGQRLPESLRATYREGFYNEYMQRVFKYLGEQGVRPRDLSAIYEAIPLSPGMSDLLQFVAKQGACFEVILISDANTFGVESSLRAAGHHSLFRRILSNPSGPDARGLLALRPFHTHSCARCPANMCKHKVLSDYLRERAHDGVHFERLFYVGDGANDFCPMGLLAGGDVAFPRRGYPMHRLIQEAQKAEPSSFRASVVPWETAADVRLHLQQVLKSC
# GPR7 antag – antagonists of human GPR7 (neuropeptides B/W receptor 1). P48145. GPR7-expressing cells, fluorescence antagonist assay. inhibition, % at 4.4 µM. AID 1861. actives 1.1% (n = 290,000); in the data active = inhibition above about 16%, passing the limit was not always enough;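 also: cells stimulated with the agonist NPW; 0% = agonist with vehicle and 100% = vehicle without agonist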
# V1R ag counter – V1a receptor agonism, counter-screen for OXTR agonists; P37288; CHO-V1R cells, Fluo-8 calcium fluorescence, agonist mode; 0% DMSO, 100% 3 nM vasopressin; activation, % at 3 µM; actives 0.25% (n = 320,000);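 active = activation above the mean activation of all tested compounds plus 3 SD, per screening run, cut at about 20% in these data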;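 also: signal is peak over basal fluorescence ratio across a 100 second FLIPR read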
# FID counter – fluorescent intercalator displacement, NS3 helicase counter-screen; DNA fluorescent intercalator displacement, fluorescence; inhibition, % at 7.9 µM; actives 0.17% (n = 290,000); AID 1845; in the data active = inhibition above about 37%;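 also: 0% = vehicle and 100% = reference compound; higher means more ethidium bromide displaced from hairpin DNA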
# The depositor's hits bear a star; x = not tested or not shown. The order is random (roughly 4.3% active in at least one column).
SMILES,VIM-2 inhibitor,GalR3 antag,IMP-1 inhibitor,OXTR ag,HCV NS3 hel inh,PHOSPHO1 block,GPR7 antag,V1R ag counter,FID counter
O=S(Cc1ccccc1)CC(O)(c1ccc(Cl)cc1)c1ccc(Cl)cc1 (stereo not given),-4.7,-2,-2.3,-1.3,-7,13,9,0.2,-31
O/N=C/c1cc(Br)ccc1OCc1ccc(F)cc1,-2.2,-6,-2.1,-0.5,-2,x,7,-1.5,0
Cc1ccccc1NC(=O)c1nc(S(C)(=O)=O)ncc1Cl,-1.5,-8,-3.6,-0.9,-2,19,4,0.2,0
COc1ccc(/C=N/NC(=O)CCCOc2ccc(Cl)cc2Cl)cc1[N+](=O)[O-],-2.4,-1,-1.8,0.1,3,7,-8,0.1,2
CCCC(=O)Nc1sc2c(c1C(=O)Nc1ccccn1)CCCC2,-2.7,-8,-2.8,-2.1,5,-33,7,-1.5,2
CSc1ccc(S(=O)(=O)NCCOc2ccccc2C)cc1,-1.9,-2,-1.5,0.6,-6,-21,12,0.6,-15
Cc1ccccc1-n1nc(-c2cccnc2)cc1C(=O)NN,-1.3,3,-3.1,-0.4,2,27,-4,-0.4,-17
CCOc1ccccc1C(=O)Nc1ccc2nc3n(c(=O)c2c1)CCCCC3,2.1,-3,-0.4,0.9,-11,26,-1,0.3,-37
C/C(=C\C(=O)c1ccc(C)cc1)NCc1ccc(F)cc1,-1.4,-4,-2.1,-2.2,-2,x,2,-1.2,6
Cc1cc(NC(=O)CC(C)C)c(=O)n(Cc2c(F)cccc2Cl)c1,-1.0,0,-0.1,-2.0,-4,30,-7,-0.2,-28
CC(Sc1nnc(CC(=O)Nc2ccccc2F)n1C)C(=O)Nc1nccs1 (stereo not given),-0.8,-7,-2.5,0.4,11,43,-16,6.1,-13
CCN(CC)C(=S)SCc1csc(CC(=O)Nc2ccccc2C)n1,-5.2,-9,-3.0,1.8,1,32,-14,3.9,-33
O=C(COc1ccc(Cl)cc1)OCc1csc(Nc2ccccc2)n1,-0.1,-2,0.2,-2.1,-4,-5,-3,0.0,-3
O=C(CCn1c(=O)c2ccccc2n(Cc2ccccc2)c1=O)NCc1ccc2c(c1)OCO2,-0.4,0,-5.3,-0.7,7,2,-2,0.1,2
COc1ccc(C(=O)NN2CCOCC2)cc1[N+](=O)[O-],0.0,-1,0.0,-0.4,-2,29,-13,1.7,-3
Cc1noc(C)c1COc1cccc(C(=O)NCc2cccc(Cl)c2)c1,0.2,-3,0.3,-0.4,-6,49,12,2.7,-14
CN(C)CCCNC(=O)c1ccc(-c2ccccc2)cc1,-0.1,0,-1.9,0.1,-7,18,7,1.1,14
COc1ccc(-c2cc(C(F)F)n3ncc(C(=O)Nc4cnn(Cc5ccccc5)c4)c3n2)cc1,-0.6,-2,-1.6,-0.1,-24,32,-20,-0.2,0
COc1ccc(CNC(=O)CSc2ccsc2[N+](=O)[O-])cc1,-1.1,-6,-3.1,-1.6,-7,-26,11,-0.3,6
Cc1c(Cl)cccc1NC(=O)Cc1cccs1,-0.8,-4,1.5,-0.2,3,24,13,-0.2,0

# Some of these compounds in order of molar mass, smallest number first.
SMILES,VIM-2 inhibitor,GalR3 antag,IMP-1 inhibitor,OXTR ag,HCV NS3 hel inh,PHOSPHO1 block,GPR7 antag,V1R ag counter,FID counter
COc1ccc(C(=O)NN2CCOCC2)cc1[N+](=O)[O-],0.0,-1,0.0,-0.4,-2,29,-13,1.7,-3
Cc1ccccc1NC(=O)c1nc(S(C)(=O)=O)ncc1Cl,-1.5,-8,-3.6,-0.9,-2,19,4,0.2,0
CSc1ccc(S(=O)(=O)NCCOc2ccccc2C)cc1,-1.9,-2,-1.5,0.6,-6,-21,12,0.6,-15
Cc1cc(NC(=O)CC(C)C)c(=O)n(Cc2c(F)cccc2Cl)c1,-1.0,0,-0.1,-2.0,-4,30,-7,-0.2,-28
Cc1noc(C)c1COc1cccc(C(=O)NCc2cccc(Cl)c2)c1,0.2,-3,0.3,-0.4,-6,49,12,2.7,-14
O=C(COc1ccc(Cl)cc1)OCc1csc(Nc2ccccc2)n1,-0.1,-2,0.2,-2.1,-4,-5,-3,0.0,-3
COc1ccc(/C=N/NC(=O)CCCOc2ccc(Cl)cc2Cl)cc1[N+](=O)[O-],-2.4,-1,-1.8,0.1,3,7,-8,0.1,2
COc1ccc(-c2cc(C(F)F)n3ncc(C(=O)Nc4cnn(Cc5ccccc5)c4)c3n2)cc1,-0.6,-2,-1.6,-0.1,-24,32,-20,-0.2,0

# Continuation.
SMILES,VIM-2 inhibitor,GalR3 antag,IMP-1 inhibitor,OXTR ag,HCV NS3 hel inh,PHOSPHO1 block,GPR7 antag,V1R ag counter,FID counter
Cc1ccccc1NC(=O)/C=C/c1cccs1,-2.5,1,-2.2,-2.0,3,0,-3,-0.9,0
COc1ccc(/C=C/C(=O)N(C)Cc2cccs2)cc1S(=O)(=O)N1CCOCC1,-4.1,6,-2.7,0.2,14,42,-1,0.4,-21
C=CCn1c(N2CCN(c3ccc(OC)cc3)CC2)nc2c1c(=O)[nH]c(=O)n2C,-1.2,5,-0.8,0.9,4,49,5,-0.9,-16
COc1ccc(C2=NN(C(=O)CCC(=O)O)C(c3ccccc3OC)C2)cc1 (stereo not given),-1.1,-6,-2.7,0.5,6,34,-4,0.9,-44
CCCCNC(=O)CSc1nc(Cc2ccccc2)nc2ccccc12,-2.6,-2,-3.3,-2.6,14,35,-7,-1.5,-33
CC(=O)Nc1ccc(-c2nnc(SCC(=O)n3c4c(c5ccccc53)CCCC4)n2C)cc1,4.9,-2,4.2,x,5,4,1,x,-4
CC(=O)N1CC(C)Oc2ccc(S(=O)(=O)NC(CC(=O)O)c3ccccc3)cc21 (stereo not given),-1.9,-7,-2.1,-0.1,-1,32,-1,1.6,-16
O=C(NCC1CCCO1)c1ccc(Cl)c(S(=O)(=O)N2CCOCC2)c1 (stereo not given),-3.6,-10,-3.4,1.6,10,18,-6,0.5,-9
CC(C)c1nnc(NC(=O)CCC(=O)N2CCN(c3ccccn3)CC2)s1,-0.2,3,-1.8,-0.3,-15,56,4,0.2,-26
CCc1ccc(C(=O)Nc2cccnc2Oc2ccc(Cl)cc2)cc1,-0.3,2,-2.5,-1.1,4,12,-18,-0.5,-27
CC(=O)c1c(C)nn(CCC(=O)O)c1C,-3.5,-5,-3.5,-0.9,-2,11,-3,0.7,-4
c1csc(-c2nnc(COc3ccc4c(c3)OCO4)o2)c1,1.1,6,-1.3,1.0,-12,32,5,0.6,-9
O=S(=O)(NCc1ccc(Cl)cc1)NCc1ccccc1F,0.1,-4,-1.3,-2.4,-5,28,-5,-1.3,-5
Cc1cc(-c2nnc(CCC(=O)NC(Cc3ccccc3)c3ccccc3)o2)no1 (stereo not given),-0.6,-4,-1.2,-1.3,3,41,-12,0.5,-14
CCc1ccccc1-n1c(SCC(=O)NC)nnc1-c1cccnc1,-1.2,4,-2.7,0.8,7,23,-15,0.2,-12
Cc1sc2nc(COC(=O)c3ccc(N4CCCC(C)C4)c([N+](=O)[O-])c3)[nH]c(=O)c2c1C (stereo not given),-4.0,5,-1.8,9.5,-5,0,-9,0.9,1
Cc1ccc2c(c1)N(CC(=O)N1CCCC1)C(=O)CO2,-2.0,-8,-4.1,-0.9,26,x,-4,1.2,-4
O=S(=O)(NCCNc1ncc(C(F)(F)F)cc1Cl)C(F)(F)F,-3.0,-6,-2.5,11,2,3,-7,10,-1
O=C(Nc1ccc(Cl)c(S(=O)(=O)N2CCOCC2)c1)c1cc(-c2ccccn2)nc2ccccc12,-4.5,-4,-4.9,1.1,-18,11,-15,0.9,-22
Cc1[nH]c2ccccc2c1C(=O)COc1ccccc1,-2.8,-3,-3.0,-0.1,7,-6,-3,1.3,-8
CC1CCCCC12NC(=O)N(CC(=O)NC(=O)NCc1ccco1)C2=O (stereo not given),-0.4,-5,-1.1,0.9,-6,11,4,-0.4,-7
O=C(Cc1ccccc1)NCCCN1CCN(CCCNC(=O)Cc2ccccc2)CC1,-5.6,0,-2.5,0.7,2,12,-18,0.8,6
CCCCN(C(=O)CCC(=O)Nc1cc(C)on1)C(C(=O)NC1CCCC1)c1cccc(OC)c1 (stereo not given),-1.1,-9,0.3,-2.0,0,2,-6,0.1,-41
NC(=O)Nc1ccccc1C(=O)N1CCC(O)(c2ccc(Cl)cc2)CC1,-2.0,x,-0.4,-1.6,-6,-1,4,-0.5,-1
Cc1ccc(-c2nc(SCC(=O)c3c(N)n(C)c(=O)n(C)c3=O)n[nH]2)cc1,-1.9,-6,-1.6,0.8,-7,20,-2,-0.8,-2
O=C(CC1C(=O)NCCN1C(=O)Nc1ccc(F)cc1)Nc1ccc(F)cc1 (stereo not given),-0.7,-1,-2.3,0.3,-16,36,2,-0.9,-1
CC(=O)N1CCC(N(C(=O)Nc2ccc(Cl)cc2)C(C)C)CC1,-3.0,-2,-3.2,3.8,1,-16,-10,1.1,-1
Cc1ccc(-c2nnn(CC(=O)N(c3ccc(F)cc3)C(C(=O)NC(C)(C)C)c3ccco3)n2)o1 (stereo not given),-0.8,6,3.3,-0.6,-1,9,-10,0.3,-5
CSc1nnc(NC(=O)c2nc(S(=O)(=O)Cc3cccc(C)c3)ncc2Cl)s1,-2.5,-8,-1.9,-0.8,10,17,-4,0.0,-48
Cc1cc(=O)n(Cc2ccccc2)c2c(C)cccc12,-3.3,-9,-1.8,0.4,-14,x,-7,-0.2,-4
COc1ccc(C2CC(c3cccs3)n3nc(N)nc3N2)cc1 (stereo not given),-3.7,-1,-3.1,0.0,3,-2,0,0.2,-6
COc1ccc(C(=O)NCC(=O)N/N=C/c2cn[nH]c2-c2ccccc2)cc1,-4.0,-1,-4.3,-1.4,17,-20,1,-0.5,-11
Cc1ccc(S(=O)(=O)Nc2nc(-c3ccccc3)cs2)cc1,-2.5,-8,-3.2,-3.0,24,19,-16,-0.5,-37
CCOc1ccccc1NC(=O)CCC(=O)Nc1nnc(C2CCCCC2)s1,-7.8,-5,-5.3,-0.2,-4,12,-8,1.3,-56
COc1ccc(/C=N/NC(=O)Cn2cnc3ccccc3c2=O)cc1OC,-0.2,-12,-1.6,-0.6,-4,5,-4,0.1,1
C=CCn1c(SCc2ccccc2)nc(O)cc1=O,-0.9,-1,-5.5,1.4,27,17,-11,6.4,-16
O=C1CC(C(=O)O)S/C(=N\NC(=O)c2ccccc2)N1 (stereo not given),-2.8,-3,-0.6,0.1,-2,22,3,0.3,0
COc1cccc(NC(=O)c2ccc(-c3ccccc3[N+](=O)[O-])o2)c1,-0.5,2,-2.7,-2.3,5,28,1,-1.2,2
Cc1ccccc1C(=O)N1CCC(C(=O)NC(C)c2ccc(-n3ccnc3)cc2)CC1 (stereo not given),-1.0,3,-1.3,0.7,6,28,-3,0.5,-20

# Screening data (PubChem)
